From PubChem
SIAE primary = inhibitors of human sialic acid acetylesterase SIAE; SIAE FP-Rh probe binding, fluorescence polarization; inhibition, % at 9.66 µM; 0.69% of 370,000 active;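 active = inhibition above a cutoff: mean of compounds within the control limits plus 3 SD of those, cut at about 17% in these data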;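 also: 0% = plate median of compound wells and 100% = probe without SIAE protein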
Target sequence (Q9HAT2 whole entry, looked up): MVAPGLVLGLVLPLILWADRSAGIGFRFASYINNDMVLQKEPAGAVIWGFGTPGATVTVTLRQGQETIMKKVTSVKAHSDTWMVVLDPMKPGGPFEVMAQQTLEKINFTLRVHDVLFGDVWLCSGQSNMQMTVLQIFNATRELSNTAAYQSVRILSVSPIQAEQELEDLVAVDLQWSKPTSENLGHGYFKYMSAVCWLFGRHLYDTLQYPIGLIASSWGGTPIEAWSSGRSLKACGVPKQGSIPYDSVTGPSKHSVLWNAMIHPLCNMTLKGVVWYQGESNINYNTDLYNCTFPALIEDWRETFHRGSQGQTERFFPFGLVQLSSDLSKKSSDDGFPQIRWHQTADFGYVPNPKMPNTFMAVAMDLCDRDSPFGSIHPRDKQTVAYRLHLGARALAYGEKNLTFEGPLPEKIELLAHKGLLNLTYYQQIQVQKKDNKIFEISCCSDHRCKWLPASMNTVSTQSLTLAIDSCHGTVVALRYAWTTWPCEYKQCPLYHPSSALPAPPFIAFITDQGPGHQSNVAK
DDE Tn7 FP inh = inhibitors of Tn7 peptide binding to human fibrin DD(E); P02675; FP displacement of FITC-Tn7 peptide from fibrin DD(E); 0% = median of compound wells per plate; inhibition, % at 8.3 µM; 0.13% of 370,000 active;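 active = inhibition above the mean of compounds falling within the control limits plus 3 SD of them, cut at about 14% in these data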;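 also: 0% = plate median of compound wells and 100% = 10 µM Aha-Tn7 peptide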
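Assay system: human fibrin DD(E). Input: DD(E) 2 µM final. Medium: Tris buffer with calcium and detergent, pH 7.8. Compound dosing: single point at 8.3 µM. Timing: 10 min plus 3 h, room temperature. Technique: fluorescence polarization of the labelled Tn7 tracer. Read-out: percent inhibition. Replicates: singlicate testing.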
PG9 Ab binder = PG9 antibody binding by small molecule; 0.43% of 360,000 active; TR-FRET gp120-PG9 antibody binding; inhibition, % at 6.7 µM; in the data active = inhibition above about 8.5%
PRMT1 inh = PRMT1 (human) inhibition, primary screen; Q99873; recombinant PRMT1, activity-based probe fluorescence polarization; inhibition, % at 2.79 µM; 1.3% of 370,000 active; AID 652257;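 active = inhibition above about 21% made by adding two undisclosed values, limit read from the data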
UHRF1 binding = human UHRF1 methylated DNA binding inhibitors | Q96T88 | UHRF1 binding to methylated oligo, TR-FRET | inhibition, % at 4.4 µM | 0.75% of 370,000 active; in the data active = inhibition above about 21%;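 also: UHRF1 SRA domain binding a hemimethylated CpG hairpin DNA probe; 0% = median of test compound wells and 100% = reference inhibitor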
TCR CD3 inh = inhibitors of human TCR-CD3 interaction; TAMRA-labeled TCR probe fluorescence, biochemical; inhibition, % at 9.4 µM; 0.37% of 360,000 active; in the data active = inhibition above about 19%;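 also: recombinant mutant TCR 2C K166C tagged with TAMRA read by polarization; 0% = receptor in buffer alone and 100% = receptor with positive control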
HTRA1 inh = inhibitors of human serine peptidase HTRA1; Q92743; AID 504803; recombinant HTRA1, FP-rhodamine activity-based probe, fluorescence polarization; 0.5% of 340,000 active; inhibition, % at 5.96 µM; in the data active = inhibition above about 36%;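 also: 0% = enzyme with DMSO and 100% = wells lacking enzyme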
Target sequence (Q92743 whole entry, looked up): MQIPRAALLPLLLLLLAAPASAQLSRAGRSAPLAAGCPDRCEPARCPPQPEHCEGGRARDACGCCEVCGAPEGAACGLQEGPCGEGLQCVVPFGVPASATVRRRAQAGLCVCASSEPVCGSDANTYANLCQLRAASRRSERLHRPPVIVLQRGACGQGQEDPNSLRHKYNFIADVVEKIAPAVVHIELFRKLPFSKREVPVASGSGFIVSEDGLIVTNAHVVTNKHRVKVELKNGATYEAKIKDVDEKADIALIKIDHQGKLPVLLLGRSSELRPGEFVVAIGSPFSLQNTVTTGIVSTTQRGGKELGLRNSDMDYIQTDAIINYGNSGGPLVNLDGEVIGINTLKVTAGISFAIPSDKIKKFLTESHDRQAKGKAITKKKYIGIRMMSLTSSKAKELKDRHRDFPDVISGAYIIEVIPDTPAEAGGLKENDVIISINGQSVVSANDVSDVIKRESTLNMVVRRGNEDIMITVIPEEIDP
TDP2 inh = blocks human TDP2 phosphodiesterase activity | O95551 | recombinant TDP2, T5PNP hydrolysis, p-nitrophenol absorbance 415 nm | inhibition, % at 12.8 µM | 0.34% of 370,000 active;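 active = inhibition above the mean of all tested compounds plus 3 SD, set per campaign, cut at about 25% in these data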;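 also: 0% = DMSO with enzyme and 100% = buffer with substrate but no TDP2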
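Evaluation: % inhibition relative to enzyme-containing and enzyme-free wells. Material: recombinant human TDP2. Benchmarks: enzyme-free and DMSO wells. Timing: enzyme reaction with compound for 2 h at 37 °C. Compound dosing: 12.8 µM only. Measured by: p-Nitrophenol epi absorbance. Reagent: T5PNP substrate at 5 mM, a TopII-DNA adduct mimic. Replication: single well per compound.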
mABHD4 FP = ABHD4 (mouse) inhibition, primary FP screen | Q8VD66 | purified mABHD4, FP-Rh probe fluorescence polarization | inhibition, % at 8.92 µM | 0.54% of 370,000 active | AID 720543;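 active = inhibition exceeding the mean over every tested compound plus 3 SD, cut at about 30% in these data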;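 also: 0% = plate median of compound wells and 100% = S159A mutant with DMSO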
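system = mouse ABHD4 enzyme, wild type | medium = HEPES pH 7.0, NaCl, Pluronic buffer | also added = FP-Rh probe | incubation = Enzyme–compound pre-incubation 45 min, then probe 60 min, both 25 °C | technique = fluorescence polarization, excitation 525 nm, emission 598 nm, BODIPY TMR filters | controls = S159A mutant high control, sample median low control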
LEDGF integ inh = blocks HIV-1 LEDGF/p75-dependent DNA integration. TR-FRET IN-LEDGF/p75 DNA integration, Eu/Cy5. inhibition, % at 3.7 µM. 0.64% of 370,000 active. AID 743269;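 active = inhibition above the screen-wide mean plus 3 SD, cut at about 13% in these data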;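 also: signal is the Cy5 over europium emission ratio at 671 and 618 nm; 0% = plate median of compound wells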
Active calls of the source: *; nt = no result given. An unsorted share of the library. Share with any hit: about 4.2%.

A first look (two entries):
SMILES	SIAE primary	DDE Tn7 FP inh	PG9 Ab binder	PRMT1 inh	UHRF1 binding	TCR CD3 inh	HTRA1 inh	TDP2 inh	mABHD4 FP	LEDGF integ inh
CCc1c(C)sc2nc3c(C(=O)N4CCOCC4)cc(C(=O)c4ccccc4O)cn3c(=O)c12	-17	6	0.6	-4	-1	2	-6	-7	-7	8
O=C(NNC(=O)c1ccc2nonc2c1)Nc1ccc(Cl)cc1	5	0	-3.6	-6	-1	-1	nt	-2	-5	4

All compounds of this part, from the start:
SMILES	SIAE primary	DDE Tn7 FP inh	PG9 Ab binder	PRMT1 inh	UHRF1 binding	TCR CD3 inh	HTRA1 inh	TDP2 inh	mABHD4 FP	LEDGF integ inh
CCc1c(C)sc2nc3c(C(=O)N4CCOCC4)cc(C(=O)c4ccccc4O)cn3c(=O)c12	-17	6	0.6	-4	-1	2	-6	-7	-7	8
O=C(NNC(=O)c1ccc2nonc2c1)Nc1ccc(Cl)cc1	5	0	-3.6	-6	-1	-1	nt	-2	-5	4
CC[C@@H](CCC=C(C)C)C(=O)N(Cc1ccccc1)c1ccccc1	-2	3	0.3	3	4	-3	-6	-13	-12	4
COc1cccc(Nc2nnc(SCc3cc([N+](=O)[O-])cc4c3OCOC4)s2)c1	3	-2	-1.5	-1	1	3	-3	0	2	1
c1csc(-c2csc3nc(CN4CCOCC4)nc(NCc4ccc5c(c4)OCO5)c23)c1	9	-1	-2.2	4	1	-8	-18	-4	-4	4
CC(=O)Nc1ccc2[nH]c(C)cc(=O)c2c1	-2	-10	-2.5	1	0	-2	9	0	3	4
CCOC(=O)/C=C1\NC(C)(C)Cc2cc(OC)c(O)cc21	5	-8	-1.3	3	2	11	-6	12	-3	0
CCOC(=O)[C@@]12CCCC=C1N(CCc1ccc(Cl)cc1)C(=O)[C@H]2CC(=O)NCc1ccc(C)o1	3	-1	nt	2	-3	nt	nt	2	2	2
CCC(C)Nc1nc(-c2c[nH]c3ccccc23)cs1 (centres undefined)	1	0	-3.8	10	-8	-19	11	8	17	-1
COc1cc(OC)c(S(=O)(=O)NCc2cccnc2)cc1NC(C)=O	2	7	-2.9	-2	-1	2	9	-5	2	6
CC(C)(C)OC(=O)NCCCC[C@H](NC(=O)[C@H](Cc1c[nH]c2ccccc12)NC(=O)OCc1ccccc1)C(=O)O	14	13	-1.3	2	1	2	-4	8	2	-3
O=C(C1CCC1)N1CCc2cc(S(=O)(=O)N3CCCC3)ccc21	-3	-2	nt	2	0	nt	nt	8	4	0

Compound profiles (already shown). Order of screens: SIAE primary | DDE Tn7 FP inh | PG9 Ab binder | PRMT1 inh | UHRF1 binding | TCR CD3 inh | HTRA1 inh | TDP2 inh | mABHD4 FP | LEDGF integ inh
Results for CC(C)(C)OC(=O)NCCCC[C@H](NC(=O)[C@H](Cc1c[nH]c2ccccc12)NC(=O)OCc1ccccc1)C(=O)O = 14 | 13 | -1.3 | 2 | 1 | 2 | -4 | 8 | 2 | -3
Results for CCC(C)Nc1nc(-c2c[nH]c3ccccc23)cs1 (centres undefined) = 1 | 0 | -3.8 | 10 | -8 | -19 | 11 | 8 | 17 | -1
Results for c1csc(-c2csc3nc(CN4CCOCC4)nc(NCc4ccc5c(c4)OCO5)c23)c1 = 9 | -1 | -2.2 | 4 | 1 | -8 | -18 | -4 | -4 | 4
Results for CCc1c(C)sc2nc3c(C(=O)N4CCOCC4)cc(C(=O)c4ccccc4O)cn3c(=O)c12 = -17 | 6 | 0.6 | -4 | -1 | 2 | -6 | -7 | -7 | 8
Results for CC[C@@H](CCC=C(C)C)C(=O)N(Cc1ccccc1)c1ccccc1 = -2 | 3 | 0.3 | 3 | 4 | -3 | -6 | -13 | -12 | 4

Continued:
SMILES	SIAE primary	DDE Tn7 FP inh	PG9 Ab binder	PRMT1 inh	UHRF1 binding	TCR CD3 inh	HTRA1 inh	TDP2 inh	mABHD4 FP	LEDGF integ inh
COc1ccc(C(=O)NCC(C)NC(=O)c2ccc(OC)cc2)cc1 (centres undefined)	-6	-3	0.2	2	0	-9	3	-7	-2	-3
O=C(Nc1nnc(C2=COCCO2)o1)c1ccc(S(=O)(=O)N2CCCC2)cc1	-1	3	-0.5	2	1	0	-3	-3	1	-2
N#C/C(=C\c1ccc(O)c(O)c1)C(=O)Nc1ccccc1	10	0	-3.2	16	-1	12	68*	-12	73*	-4
COc1ccc(Cc2nc3ccc(C(=O)NCC4COCCO4)cc3o2)cc1 (centres undefined)	-8	0	-1.9	-2	4	4	-4	-21	-9	0
O=C(CSc1nc2c(cnn2-c2ccc(F)cc2)c(=O)[nH]1)N1N=C(c2cccs2)CC1c1ccc(F)cc1 (centres undefined)	3	1	0.7	-2	4	-10	nt	5	0	0
CC(C)CNC(=O)CSc1nnc2ccccn12	-1	1	-1.1	0	0	-5	-5	8	6	0
Cc1ccc(S(=O)(=O)N(CC(=O)N/N=C/c2ccc(F)cc2)c2cccc3cccnc23)cc1	4	-5	-0.8	-1	24*	1	-3	7	-8	5
COC(=O)C(NC(=O)c1ccccc1)=C1CCCCC1	0	-6	-0.1	1	-1	2	-1	8	4	0
S=C(NC1CCCCC1)N1CCN(c2ccccn2)CC1	-1	5	-0.6	-2	0	-1	-4	-9	5	-3
COc1ccc(/C=N/n2c(SC)nnc2-c2ccccc2)c(OC)c1OC	9	-1	-1.0	-3	3	3	-8	1	-6	4
CCOC(=O)/C(=N\Nc1cc(Cl)ccc1Cl)N1CCOCC1	1	-4	-2.3	-1	0	9	3	2	1	0
CCc1cccc(CC)c1N(COC)C(=O)Cn1c(CO)nc2ccccc21	10	-11	-3.0	0	-2	4	-6	-5	7	1
CC(=O)NCC(=O)NC1CCCc2c1cnn2-c1ccccc1F (centres undefined)	4	7	1.2	0	-1	5	11	2	-1	-3
Cc1nc(SCC(=O)N(CC(C)C)C2CCS(=O)(=O)C2)c2ccccc2n1 (centres undefined)	17*	5	0.5	2	-1	0	3	12	3	1
COc1ccc(NC(=O)N2CC(C)OC(C)C2)cc1OC (centres undefined)	7	-2	-1.9	1	0	3	3	-10	-1	-3
Cc1ccc2[nH]c3c(c2c1)CN(C(=O)CN1CCN(C(=O)c2ccco2)CC1)CC3	3	-2	0.7	21*	-3	-7	nt	-1	1	3
CC(=Nc1ccccc1)C1=C(O)CCCC1=O	0	1	-1.9	0	-1	-2	4	3	8	0
CCN(CC)C(=O)C(=O)c1ccn(-c2c(C)csc2C(=O)OC)c1	-2	1	-1.9	-1	0	2	4	4	-1	1
O=C(C(=O)N1CCC(CNC(=O)c2cccs2)CC1)c1cc2ccccc2o1	5	5	-3.0	-4	1	-4	nt	10	-1	1
O=C(Nc1c(Cl)cccc1Cl)C1CCC1	5	-2	-3.7	0	1	0	3	-7	-1	-1
Cc1ccc(OCC(=O)NCC(=O)n2nc(C)cc2C)cc1	4	-1	0.8	0	17	-1	-1	13	9	-2
CCOC(=O)C1CC2=C(CCCC2=O)N(Cc2ccccc2)C1=O (centres undefined)	-4	-2	0.1	-3	20	-8	1	-4	4	6
COc1cc(/C=N/NC(=O)c2cccc3ccccc23)cc(OC)c1OC	3	-3	-2.0	0	-3	2	1	-5	1	4
CCSC1=N/C(=C\c2ccc(C(=O)O)cc2)C(=O)S1	3	0	-0.4	4	1	-1	2	20	9	2
Cc1ccc2[nH]c(=O)c(CN(CC3CCCO3)S(=O)(=O)c3c(C)ccc4nsnc34)cc2c1 (centres undefined)	-2	0	3.0	3	-1	-2	4	6	1	13
COc1cc(C(=O)NCc2cc(C)nc3ccccc23)cc(OC)c1OC	13	-5	-2.9	-4	0	-2	6	-3	3	-1
CCOc1ccc(S(=O)(=O)N2CCC(C(=O)NCc3cccnc3)CC2)cc1	-1	-2	-0.8	4	2	6	2	-12	-11	2
Cc1ccc(NC(=O)C(=O)Nc2ccc(C)cn2)nc1	1	-2	1.1	-1	0	9	-2	-2	2	-1
CC(=O)c1cccc(Nc2ccc(-c3ccccc3F)nn2)c1	2	1	-1.0	2	3	-5	-5	-16	-4	-2
CC(C(=O)c1ccc(-c2ccccc2)cc1)[n+]1cccc(NC(=O)c2ccccc2)c1 (centres undefined)	4	-7	-1.9	-2	7	-2	-15	-18	2	7
Cc1ccccc1N1CCN(CCCN2C(=O)C3CCCCN3C2=O)CC1 (centres undefined)	-2	-6	-0.7	1	2	3	9	5	2	-2
CCOC(=O)C1=CCN(S(=O)(=O)c2ccccc2F)C1c1cccc(Cl)c1 (centres undefined)	-1	8	1.8	1	-3	-1	nt	2	-4	-2
CC/C(=N\OC(=O)c1ccc(OC(C)C)cc1)c1ccc(C)cc1	5	-1	-1.2	1	5	-6	-41	-9	4	3
CCOC(=O)C1CCN(C(=O)CCNC(=O)c2ccccc2OC)CC1	2	8	0.5	-2	-6	4	10	-6	-7	0
COC(=O)[C@]1(C)N[C@H](CN(C)C(=O)c2ccc(F)cc2)[C@@H]2C(=O)N(Cc3ccccc3)C(=O)[C@@H]21	-2	-8	-0.9	-3	0	-12	7	-9	-1	3
O=C(c1ccccc1)c1ccc(C(=O)N2CCN(c3ccccc3Cl)CC2)cc1	6	-2	0.0	2	1	-11	-23	-9	5	-4
Cc1nc2ncnn2c(C)c1CCC(=O)N1CCN(c2ccccn2)CC1	-1	8	-1.2	-1	-1	-4	0	9	3	-4
CCOC(=O)c1c(C)c(-c2ccccc2)n(CC(=O)NCCC(C)C)c1C	5	-2	1.6	-4	1	4	0	2	-1	2
O=C(OCC(=O)N1CCCC1)c1cc(=O)c2ccccc2o1	4	8	0.0	-6	-2	7	6	-2	2	2
O=C(Nc1ccc(CN2CCOCC2)cc1)c1ccc(-c2ccc(Cl)cc2Cl)o1	-39	5	-0.4	-5	12	6	-74	-18	-27	5
COC(=O)c1ccc(OC)c(CSc2nnc(COc3ccc(OC)cc3)o2)c1	-7	7	-2.5	1	-3	4	-22	-6	-18	-3
